Screens from PubChem.
KB-V1 MDR tox: KB-V1 MDR subline cytotoxicity. KB-V1 MDR cells viability, CellTiter-Glo, 72 h. Potency, µM (doses to about 46.1 µM), inactives show at the top dose activity change, negative = cytotoxicity, actives largely listed as cytotoxic. hit rate 3.4% among 400,000. AID 1347076; further: potency means the concentration at half of the fitted maximal effect; on the % scale 0 is the no-effect control and ±100 the full control effect; nearly all actives have a fitted effect of over 60% in size
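qHTS viability screen in drug-selected KB-V1 MDR cells: 72 h compound treatment at 37 degrees C, ATP luminescence end point.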
SW480 rerep: DNA re-replication induction in SW480 cells | SW480 DNA re-replication, Hoechst DNA content imaging, 48 h | hit rate 1.8% among 340,000 | Potency, µM (doses to about 46.1 µM), for the others: top-dose re-replication activation, hits mostly activators | AID 624297; further: potency means the concentration at half of the fitted maximal effect; % of control where 0% means no effect; nearly all actives have a fitted effect of over 55% in size
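DNA re-replication was detected as more nuclei of elevated Hoechst intensity after 48 hr exposure to compound (23 nL pinned per well of 250 cells).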
KB-3-1 cytotox: kills parental KB-3-1 adenocarcinoma cells. KB-3-1 viability, CellTiter-Glo ATP luminescence, 72 h. Potency, µM (top dose mostly 46.1 µM), for the others: at the highest dose activity change, negative = cytotoxic, hits mostly cytotoxic. hit rate 1.4% among 400,000; further: potency means the concentration at half of the fitted maximal effect; on the % scale 0 is the no-effect control and ±100 the full control effect; nearly all actives have a fitted effect of over 60% in size
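Viability of parental KB-3-1 cells, measured by CellTiter-Glo luminescence, followed a 72 h incubation at 37 °C with pinned compounds in phenol-red-free DMEM containing 10% FBS.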
HT1080-NT tox: kills 2HG-producing HT-1080-NT fibrosarcoma cells | Potency, µM (top dose mostly 46.1 µM), without a hit: at the highest dose activity, negative = less viability, hits mostly cytotoxic | hit rate 1.6% among 360,000 | HT-1080-NT fibrosarcoma viability, CellTiter-Glo ATP luminescence, 48 h | AID 686970;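 further: NT is the 2HG producing partner of a matched IDH1 knockdown line; potency means the concentration at half of the fitted maximal effect; 0% = DMSO-treated cells and -100% = media-only wells without cells; nearly all actives have a fitted effect of over 55% in size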
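Viability of the 2HG-overproducing fibrosarcoma line after 48 hours of compound exposure at 37 degrees C was determined by luminescence with CellTiter-Glo, and concentration-effect curves were then fitted and categorized.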
HT1080 IDH1KD tx: toxicity to HT-1080 IDH1 knockdown cells (counter line) | Potency, µM (doses to about 46.1 µM), without a hit: at the highest dose activity, negative = toxicity, actives largely listed as cytotoxic | HT-1080 IDH1 knockdown viability, ATP luminescence, 48 h | hit rate 2% among 360,000;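 further: potency means the concentration at half of the fitted maximal effect; 0% = DMSO wells and -100% = cell-free medium wells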
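Knockdown cells (IDH1KD HT-1080) received compounds 2 h after plating at 750 cells/well and were kept 48 h at 37 °C in 5% FBS RPMI. A CellTiter-Glo luminescence read gave % activity for curve fitting.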
D3 ag: agonists of human D3 dopamine receptor; P35462; D3R DiscoveRx beta-arrestin cells, luminescence, 90 min; max activation, %; hit rate 0.58% among 410,000; in the data active means max activation above about 30%; further: 0% is about no effect; mostly tested at two doses, the higher about 12 µM
Target sequence (P35462 whole entry, looked up): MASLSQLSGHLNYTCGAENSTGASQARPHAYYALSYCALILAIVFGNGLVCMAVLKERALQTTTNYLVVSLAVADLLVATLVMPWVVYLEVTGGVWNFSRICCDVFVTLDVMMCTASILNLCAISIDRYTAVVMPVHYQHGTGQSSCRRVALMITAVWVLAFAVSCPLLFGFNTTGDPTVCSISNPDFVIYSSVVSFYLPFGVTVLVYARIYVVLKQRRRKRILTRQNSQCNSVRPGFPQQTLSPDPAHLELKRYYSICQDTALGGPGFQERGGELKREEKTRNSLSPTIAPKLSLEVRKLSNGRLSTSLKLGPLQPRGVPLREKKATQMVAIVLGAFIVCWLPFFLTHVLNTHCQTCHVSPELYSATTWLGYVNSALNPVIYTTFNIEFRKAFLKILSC
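Agonist-mode cell screen: cells plated at 1500/well and incubated overnight at 37 °C, then exposed to library compounds for 90 min at 37 °C. Detection reagent was added for 30–60 min at room temperature, and luminescence was read.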
MCF10A rereplic: DNA re-replication induction in MCF 10a cells; hit rate 2.9% among 350,000; AID 624296; MCF 10A DNA re-replication, Hoechst nuclear intensity, 48 h; Potency, µM (highest dose often 46.1 µM), inactives show at the top dose activity, positive = re-replication, usual class: activators; further: potency means the concentration at half of the fitted maximal effect; % of control where 0% means no effect; nearly all actives have a fitted effect of over 50% in size
GLP1R cytotox: cytotoxic in the GLP-1 receptor inverse agonist counter-screen | HEK293 cAMP-luciferase reporter cells, luminescence, 24 h | Potency, µM (highest dose often 38.3 µM), without a hit: at the top dose activity change, negative = inhibition, usual class: inhibitors | hit rate 0.13% among 410,000 | AID 624418;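 further: loss of luciferase light is scored as toxicity; potency means the concentration at half of the fitted maximal effect; on the % scale 0 is the no-effect control and ±100 the full control effect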
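Step one: seed cells (200 cells/uL, DMEM with 10% Nu serum, 1% pen-strep). Step two: 12-hour incubation at 37 deg C. Step three: pin 23 nL compound, incubate 24 hr. Step four: add luciferase reagent, read luminescence 12 min later.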
IL-1B inflam inh: inflammasome signaling inhibition, IL-1 beta readout | hit rate 4.7% among 360,000 | THP-1 LPS/ATP IL-1B secretion, AlphaLISA, 16 h; stronger effect = lower value | activity change, % at 57.5 µM; in the data active means activity change below about -50%; inconclusive means mostly about -30% to -49%; further: on the % scale 0 is the no-effect control and ±100 the full control effect
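Secreted IL-1B measured by AlphaLISA bead assay after 16 h compound exposure of THP-1 cells; compounds (final up to 57.5 uM) added 1 h before LPS (250 ng/mL) and ATP (1.25 mM) stimulation; lower signal means less secretion.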
Active calls of the source: *; i = inactive; ? = inconclusive; . = no result given; & = joins results of further samples; ! = not active in a repeat; [ ] = dose if it differs, or a comment. Unless noted, the call rests on the fitted dose curve; in most records, active means well fitted curve in the direction sought with a large enough effect; inconclusive means small, poorly fitted or top-dose-only effect, or another doubt; inactive means no such curve, though single readings can be large; an effect the other way counts as inactive or inconclusive.

1) COc1ccc(N=Cc2ccccc2O)cc1
2) O=C(C1CCCN(c2ncnc3c2nc2n3CCCCC2)C1)N1CCCCC1 (stereo not drawn)
3) CC(=O)NC(CC(=O)OCC(=O)c1c(N)n(C)c(=O)n(C)c1=O)c1ccccc1 (stereo not drawn)
4) COc1ncnc2c1NC1=C(S2)C(=NCCC(=O)O)CC(C)(C)C1
5) O=C(O)C(O)C(O)c1nc2ccccc2[nH]1 (stereo not drawn)
6) CC(C)CNc1ncnc2c1cnn2Cc1ccc(Cl)cc1
7) O=C(NCCn1cc(SCc2ccc(F)cc2)c2ccccc21)c1c(F)cccc1F
8) CCc1ccccc1Nc1nc(N)nc(COC(=O)CCS(=O)(=O)c2ccccc2)n1
assay / compound,1,2,3,4,5,6,7,8
GLP1R cytotox,-3%,-13%,-7%[7.66 µM],-9%,0%,-14%,-4%&-6%,8%
HT1080 IDH1KD tx,-22%,5%,-15%,4%,9%,-9%,-13%,-11%
SW480 rerep,-9%,-18%,-4%,-1%,-3%,-1%,-2%,6%
HT1080-NT tox,-13%,1%,-4%,16%,12%,-2%,?,2%
MCF10A rereplic,-8%,12%,8%,3%,-3%,5%,?,3%
KB-V1 MDR tox,-16%,14%,-16%,-7%,8%,?,18µM*!,-4%
KB-3-1 cytotox,0%,14%,3%,1%,24%,15%,?,15%
D3 ag,-13,2,0,0,-1,6,6&2,-15
IL-1B inflam inh,-14,35,6,23,4,-29,-61*,9

9) Cc1ccccc1NCCNc1ccccc1C
10) O=C(Nc1ccccc1CC[N+](=O)[O-])N1CCN(c2ccccc2)CC1
11) CC(C)(C)[C@H]1COC(=O)[C@@H](Cc2ccc(F)cc2)C/C=C\C[C@@H](CC(=O)N[C@@H](CO)Cc2ccccc2)C(=O)N1
12) CCc1ccc(S(=O)(=O)Nc2cc3c(C(=O)OCc4ccccc4)c(C)oc3c3ccccc23)cc1
13) Cc1ccc(C(=O)COC(=O)c2cc(-c3ccccc3)nc3ccccc23)cc1C
14) O=C(NCCC1=CCCCC1)c1ccc([N+](=O)[O-])cc1
15) COc1ccccc1CNC(=O)CN(C)S(=O)(=O)c1ccc(Br)s1
16) CCOC(=O)C(Cc1ccc(O)cc1)NC(=O)CCc1c[nH]c2ccccc12 (stereo not drawn)
assay / compound,9,10,11,12,13,14,15,16
GLP1R cytotox,24%,-7%,-1%,-2%,5%,-18%,-5%,2%
HT1080 IDH1KD tx,11%,-6%,-3%,.,.,4%,0%,-11%
SW480 rerep,4%,-9%,0%,.,.,.,3%,-27%
HT1080-NT tox,1%,-15%,-8%,.,.,9%,-9%,-1%
MCF10A rereplic,-12%,1%,-9%,.,.,1%,1%,-1%
KB-V1 MDR tox,-15%,?,-12%,0%,-13%,-18%,-4%,18%
KB-3-1 cytotox,3%,-1%,-2%,1%,-1%,6%,-7%,2%
D3 ag,0,-8,1,26,-12,3,9,4
IL-1B inflam inh,?,7,-25,.,.,4,-15,-13

Structures listed so far that have an aryl methoxy group (3):
1) COc1ccc(N=Cc2ccccc2O)cc1
4) COc1ncnc2c1NC1=C(S2)C(=NCCC(=O)O)CC(C)(C)C1
15) COc1ccccc1CNC(=O)CN(C)S(=O)(=O)c1ccc(Br)s1
assay / compound,1,4,15
GLP1R cytotox,-3%,-9%,-5%
HT1080 IDH1KD tx,-22%,4%,0%
SW480 rerep,-9%,-1%,3%
HT1080-NT tox,-13%,16%,-9%
MCF10A rereplic,-8%,3%,1%
KB-V1 MDR tox,-16%,-7%,-4%
KB-3-1 cytotox,0%,1%,-7%
D3 ag,-13,0,9
IL-1B inflam inh,-14,23,-15

Carrying on.
17) Cc1cc(-c2cc(-c3ccc(Cl)cc3)on2)nc(NCC2CC2)n1
18) O=C(Nc1ccccn1)c1ccc(CN(c2ccccc2)S(=O)(=O)c2ccccc2)cc1
19) O=C(Nc1cc(Cl)cc(Cl)c1)c1ccc(F)c(S(=O)(=O)NC2CCCCC2)c1
20) CCCN(CC(=O)Nc1ccccc1C)C(=O)/C=C/c1ccc(OCC)c(OC)c1
21) Clc1ccc(-c2ccc(/C=N/Nc3nncc(-c4ccccc4)n3)o2)cc1
22) Cc1ccc2nc(N3CCN(C(=O)c4ccccc4F)CC3)c(C#N)cc2c1
23) CCn1nnc(NC(=O)COc2cc(C)ccc2C(C)C)n1
24) Cc1ccc2oc(=O)c3cnn(CC(=O)N(CCN(C)C)Cc4ccco4)c3c2c1
assay / compound,17,18,19,20,21,22,23,24
GLP1R cytotox,-26%,2%,?,5%,-8%,4%,-26%,-16%
HT1080 IDH1KD tx,14%,-16%,.,-1%,11%,3%,-7%,-11%
SW480 rerep,-5%,11%,.,-10%,-3%,26%,-4%,0%
HT1080-NT tox,16%,-2%,.,1%,43%,11%,8%,-16%
MCF10A rereplic,0%,?,.,2%,-2%,12µM*,4%,16%
KB-V1 MDR tox,-3%,-22%,?,-24%,-24%,-3%,15µM*,-16%
KB-3-1 cytotox,15%,-18%,?,-4%,-1%,-3%,24%,?
D3 ag,7,4,-10,-1,3,11,10,-7
IL-1B inflam inh,1,-19,.,-18,18,-4,11,?

25) Cc1c(N/C=C/C(=O)c2ccc(Cl)cc2)c(=O)n(-c2ccccc2)n1C
26) COc1cc(CSc2ncn[nH]2)c(OC)cc1CSc1ncn[nH]1
27) Cc1cc(=O)oc2cc(OCc3ccc(C(=O)OCC(=O)NC4CCS(=O)(=O)C4)cc3)ccc12 (stereo not drawn)
28) O=C(NCC1CCCO1)c1onc(CSc2ccc(F)cc2)c1C(=O)O (stereo not drawn)
29) Cc1cc(=O)oc2cc(OCC(=O)NC(Cc3c[nH]c4ccc(O)cc34)C(=O)O)c(Cl)cc12 (stereo not drawn)
30) CNS(=O)(=O)c1cccc(C(=O)OCc2cc(=O)oc3c(C)c(O)ccc23)c1
31) CCCCN1C(=O)Nc2ccccc2S1(=O)=O
32) Cc1c(C(=O)c2ccccc2)c2ccccn2c1CCc1ccccn1
assay / compound,25,26,27,28,29,30,31,32
GLP1R cytotox,-5%,15%,19%,10%,-1%,2%,-15%,1%
HT1080 IDH1KD tx,?,-5%,23%,7%,6%,-17%,13%,-1%
SW480 rerep,-2%,-2%,-2%,4%,9%,-11%,-1%,-1%
HT1080-NT tox,4%,1%,1%,10%,10%,?,11%,-13%
MCF10A rereplic,?,13%,4%,3%,-3%,?,-1%,15%
KB-V1 MDR tox,-16%,4%,-8%,-19%,0%,1%,3%,?
KB-3-1 cytotox,3%,26%,13%,0%,0%,2%,6%,-8%
D3 ag,-4,27,-3,-2,31*,10,-4,5
IL-1B inflam inh,3,-2,3,28,5,5,0,-74*

33) O=C(NC1CCOCC1)C1CCC(=O)N(Cc2ccc(Cl)cc2)C1 (stereo not drawn)
34) CCN(CC)C1CCN(C(=O)c2ccc(OC3CCN(C(=O)CCOC)CC3)cc2)C1 (stereo not drawn)
35) COc1ccc(NC2CS(=O)(=O)CC2NCc2ccco2)cc1 (stereo not drawn)
36) O=C(O)c1cc(Sc2ccc(Br)cc2)nc2ccccc12
37) CCCCN(CC)C(=O)c1nn(-c2ccc(OC)cc2)c(=O)c2c1c1ccccc1n2C
38) CC(=O)c1cccc(-c2cnc3c(NC=O)cc(-c4ccc(N(C)C)cc4)cn23)c1
39) CCC1Sc2ccccc2N(CC(=O)NCCC2=CCCCC2)C1=O (stereo not drawn)
40) Cc1ccccc1C(=O)N1CCC(C(N)=O)CC1
assay / compound,33,34,35,36,37,38,39,40
GLP1R cytotox,23%,4%,7%,2%,-18%,-9%,2%,1%
HT1080 IDH1KD tx,-2%,2%,14%,13%,.,?,-22%,18%
SW480 rerep,9.2µM*,.,-1%[9.22 µM],-6%,.,.,5%,-1%
HT1080-NT tox,3%,3%,16%,9%,.,?,-1%[9.24 µM],-1%
MCF10A rereplic,9%,.,-3%,-2%,.,.,?,-8%
KB-V1 MDR tox,-4%,20%,5%,3%,?,18µM*,0%,-6%
KB-3-1 cytotox,?,?,2%,1%,-6%,?,-5%,0%
D3 ag,0,-9,2,-4,3,-7,-19,-1
IL-1B inflam inh,i,33,-11,0,.,52,-10,10

Reprinted from the part before: two entries; new compounds follow.
39) CCC1Sc2ccccc2N(CC(=O)NCCC2=CCCCC2)C1=O (stereo not drawn)
40) Cc1ccccc1C(=O)N1CCC(C(N)=O)CC1
41) O=C(COC(=O)c1ccccc1SCC(=O)NC1CCCCC1)NC1CCCCC1
42) COc1ccc(S(=O)(=O)ON=C2CC(C)(C)N(C(C)=O)C(C)(C)C2)cc1
43) COC(=O)c1ccc(OC)c(CSc2nnc(COc3ccc(Cl)cc3)o2)c1
44) CC(=O)Nc1ccc(S(=O)(=O)NCCc2csc(C)n2)cc1
45) O=C(/C=C/c1ccc(OCc2ccccc2)c(OCc2ccccc2)c1)c1cccnc1
assay / compound,39,40,41,42,43,44,45
GLP1R cytotox,2%,1%,-1%,0%,1%,-7%,11%
HT1080 IDH1KD tx,-22%,18%,-2%,6%,-1%,0%,?
SW480 rerep,5%,-1%,-1%,-8%,3%,0%,?
HT1080-NT tox,-1%[9.24 µM],-1%,3%,-1%,1%,-8%,?
MCF10A rereplic,?,-8%,7%,0%,9%,-36%,?
KB-V1 MDR tox,0%,-6%,-18%,9%,?,-1%,-21%
KB-3-1 cytotox,-5%,0%,-15%,1%,0%,-14%,?
D3 ag,-19,-1,3,1,0,-3,2
IL-1B inflam inh,-10,10,-16,-11,29,-5,-95*
